Compound activity: PubChem BioAssay, National Center for Advancing Translational Sciences (NCATS)
HCV inhibitor: qHTS Assay for Inhibitors of Hepatitis C Virus (HCV); Huh7.5.1 HCVcc-Cre infection, luciferase reporter, 44 h; Potency, µM (doses to about 41.8 µM), inactives show at the highest dose activity change, negative = inhibition, hits mostly inhibitors; 340,000 tested, 3.4% active; active = well fitted inhibition curve with a large enough effect; inconclusive = small, poorly fitted or top-dose-only effect, or another doubt; inactive = no such curve, though single readings can be large or run the other way
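Whole-lifecycle infectious HCVcc-Cre system; cells 1,000/well, compound then virus (~0.5 moi) added 4 h after plating, 44 h culture. Luciferase read 15 sec following 15 min substrate incubation, room temp.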
An asterisk follows results filed as active; ? = inconclusive; [ ] = another dose, or the depositor's remark. % is scaled to controls: 0 for no effect and ±100 for the full control effect; potency is read from the fitted curve at half-maximal effect. These rows are one share of the data; rates above refer to the full screens.

SMILES	HCV inhibitor
CN(C(=O)c1ccc(Cl)cc1)c1ccc(OCC(=O)Nc2cc(C(=O)O)ccc2Cl)cc1	15%
OC(CNCCN1CCNCC1)Cc1ccccc1 (centres undefined)	2%
COC(=O)[C@H](CCSC)NC(=O)Cn1cnc2c(OCc3ccccc3)ncnc21	6%
Cc1nc(NC(=O)c2cccnc2Cl)sc1C	-17%
CCc1cccc2c1Sc1ccccc1CC2N1CCNCC1 (centres undefined)	?
CCOC(=O)C1Nc2c(cc(C(F)(F)F)cc2[N+](=O)[O-])C2c3ccccc3CC12 (centres undefined)	-28%
CCC[C@H]1CC(=O)C=C(c2ccc(OC)cc2)ON1C(=O)OC(C)(C)C	-8%
CCOc1ccc(/C(CCC(=O)O)=N/NC(=O)c2cccc(S(=O)(=O)Nc3ccccc3OC)c2)cc1	-7%
Cc1cc(Nc2cccc(Br)c2)c2ccccc2n1	7.1µM*
CC(=O)Nc1ccc(NC(=O)COC(=O)c2ccc(S(=O)(=O)N(C)c3ccccc3)cc2)cc1	13%
COC(=O)c1ccc(C)cc1C1CN=NC12Cc1cc(C)ccc1C2=O (centres undefined)	?
CN(C)C(=O)CCc1ccc2c3c([nH]c2c1)[C@]1(CCC2CCCC2)[C@@H](C(=O)N2CCOCC2)C[C@H](CC(=O)NCCc2ccccn2)C(=O)N1CC3	5%
COc1ccc(NC(=O)CN(C)CC(=O)N(CC(C)C)c2c(N)n(CC(C)C)c(=O)[nH]c2=O)cc1	3%
O=C(c1ccc(Cl)cc1)N1CCN(c2ccc([N+](=O)[O-])c(NCc3cccnc3)c2)CC1	?
Cc1nn(-c2ccccc2)c(C)c1C(=O)OC(C)C(=O)Nc1ccc(C(N)=O)cc1 (centres undefined)	-3%
Cc1cc(S(=O)(=O)c2ccc([N+](=O)[O-])cn2)ccc1Br	?
COc1cccc(OC)c1C(=O)OCC(=O)N1CCC(Cc2ccccc2)CC1	17%
CCOC(=O)c1cccc(OS(=O)(=O)Cc2ccccc2)c1	-14%
Cc1cc(-c2nc3ncccc3o2)ccc1NC(=O)c1ccc([N+](=O)[O-])o1	11%
CC(CCc1ccccc1)NC(=O)CCNC(=O)c1ccccc1Cl (centres undefined)	-7%
COc1ccc(C)cc1-n1nnnc1SC(C)C(=O)NC1CCCC1 (centres undefined)	-24%
Cc1ccccc1-c1cccc([C@@H]2C[C@H]3[C@H](CON3C)CN2Cc2ccccc2)c1	-6%[8.37 µM]
Cc1cc(O)cc(=O)n1Cc1ccccc1	7%
COc1ccc(NC(=O)CCCc2nc3ccccc3c(=O)[nH]2)cc1Cl	14%
O=C(Cn1cc(C(F)(F)F)ccc1=O)Nc1ccc2c(c1)OCCO2	3%
C[C@H](CO)N1C[C@H](C)[C@@H](CN(C)C(=O)Nc2ccc3c(c2)OCO3)Oc2c(NS(=O)(=O)c3ccc(F)cc3)cccc2C1=O	-6%
CC(C)Cn1c(N)c(C(=O)COC(=O)c2ccc(Br)cc2)c(=O)n(C)c1=O	?
Cn1cc(S(=O)(=O)N2CCOCC2)cc1C(=O)O	6%
Cc1ccccc1CNC(=O)c1cc2ccccc2o1	-2%
COc1cc(NC(=O)c2[nH]cnc2C(N)=O)cc(C(=O)Nc2cccc(C(F)(F)F)c2)c1	?
COc1ccc2c(c1)c(C(=O)CN1CCCCC1)c(C)n2C	-7%
COc1ccc(C(=O)N2CCC(C(=O)N3CCN(c4ccccc4)CC3)CC2)cc1	-15%
Nc1ccc2c(c1)C(=O)c1cc(N)c(Cl)cc1-2	25µM*
COc1ccc(S(=O)(=O)N2CCOCC2)cc1NC(=O)CSc1nnc(NC2CC2)s1	7%
O=C(NN=Cc1ccccc1)c1ccccc1	?
NC(=S)NN=C1c2ccccc2-c2cc(Br)ccc21	?
O=C(c1ccccc1)C1OC1C(=O)c1ccccc1 (centres undefined)	-24%
Cc1nc(SCC(=O)NCC2CCCO2)nc(C)c1C (centres undefined)	7%
O=C1C(=Cc2ccccc2)N2CCC1CC2	20%
CCOC(=O)C1CCN(C(=O)c2cccc(S(=O)(=O)N3CCCc4ccccc43)c2)CC1	7%

13 of the compounds above, in markdown:
| Structure | HCV inhibitor |
| --- | --- |
| O=C(Cn1cc(C(F)(F)F)ccc1=O)Nc1ccc2c(c1)OCCO2 | 3% |
| C[C@H](CO)N1C[C@H](C)[C@@H](CN(C)C(=O)Nc2ccc3c(c2)OCO3)Oc2c(NS(=O)(=O)c3ccc(F)cc3)cccc2C1=O | -6% |
| CC(C)Cn1c(N)c(C(=O)COC(=O)c2ccc(Br)cc2)c(=O)n(C)c1=O | ? |
| Cn1cc(S(=O)(=O)N2CCOCC2)cc1C(=O)O | 6% |
| Cc1ccccc1CNC(=O)c1cc2ccccc2o1 | -2% |
| COc1cc(NC(=O)c2[nH]cnc2C(N)=O)cc(C(=O)Nc2cccc(C(F)(F)F)c2)c1 | ? |
| COc1ccc2c(c1)c(C(=O)CN1CCCCC1)c(C)n2C | -7% |
| COc1ccc(C(=O)N2CCC(C(=O)N3CCN(c4ccccc4)CC3)CC2)cc1 | -15% |
| Nc1ccc2c(c1)C(=O)c1cc(N)c(Cl)cc1-2 | 25µM* |
| COc1ccc(S(=O)(=O)N2CCOCC2)cc1NC(=O)CSc1nnc(NC2CC2)s1 | 7% |
| O=C(NN=Cc1ccccc1)c1ccccc1 | ? |
| NC(=S)NN=C1c2ccccc2-c2cc(Br)ccc21 | ? |
| O=C(c1ccccc1)C1OC1C(=O)c1ccccc1 (centres undefined) | -24% |

The results go on.
SMILES	HCV inhibitor
CN(C(=O)c1cccc(NC(=O)Cc2ccc([N+](=O)[O-])cc2)c1)C1CCCC1	?
Cc1ccc(S(=O)(=O)N2C[C@@H]3[C@H]4CC[C@H](C4)[C@@H]3[C@@H](C)[C@@H]2c2cn(Cc3ccccc3)c3ncccc23)cc1	4%
CCc1ccc2cccc3c2c1N=CN3C	-8%
COc1ccc(S(=O)(=O)N2CCN(Cc3cccc([N+](=O)[O-])c3)CC2)cc1	?
CCOC(=O)C1Nc2ccc(C(F)(F)F)cc2C2C=CCC12 (centres undefined)	?
O=C(NCCN1CCOCC1)c1cccc(S(=O)(=O)N2CCCCC2)c1	5%
COc1ccc(S(=O)(=O)N2CCCCC2)cc1NC(=O)COC(=O)c1ccco1	-14%
C[C@]1(O)CC(=O)C=C[C@H]1Nc1ccccc1	-14%
Cc1cc(C(=O)OCC(=O)N(C)c2ccccc2)c2ccccc2n1	-17%
Cc1ccccc1S(=O)(=O)N1[C@@H](c2ccc(Br)cc2)C(C(=O)O)=CC[C@H]1c1ccc(Cl)cc1	22%
O=C(NN=Cc1ccccc1O)C(O)c1ccccc1 (centres undefined)	?
C#CCOCCOCCOCCNc1nc(N2CCN(C(=O)[C@H](CC(N)=O)n3cc([C@@H](N)CC(N)=O)nn3)CC2)nc(N2CCN(C(=O)[C@H](CC(N)=O)n3cc([C@@H](N)CC(N)=O)nn3)CC2)n1	45%[activator]
C=CS(=O)(=O)N(Cc1ccc(Cl)c(Cl)c1)C[C@@H](O)CO	14µM*
O=c1[nH]c(Nc2ccccc2Cl)cc2ccccc12	?
COc1ccccc1C(=O)OCc1c(-c2ccccc2)ncc2ccccc12	?
CC1(C)C2(C#N)C(=O)NC(=O)C12C#N (centres undefined)	7%
CC1(C)NC(=O)N(CCC(=O)Nc2cc(C(F)(F)F)ccc2Cl)C1=O	1%
CCOc1ncccc1C(=O)OCC(=O)Nc1cc(S(=O)(=O)N2CCCCC2)ccc1Cl	-15%
N#CCCN(C(=O)COC(=O)C1CCN(S(=O)(=O)c2ccccc2C(F)(F)F)CC1)c1ccccc1	2%
COc1ccc(NS(=O)(=O)c2ccc(C(=O)N3CCCCCC3)cc2)cc1	14µM*
CCN(CC)C(=O)[C@H]1C[C@H](CC(=O)NC/C=C(\C)CCC=C(C)C)C(=O)N2CCc3c([nH]c4cc(CCC(=O)N(C)C)ccc34)[C@]12C	?
O=C(c1ccc(C(F)(F)F)cc1)N1CCC(=O)N(C(CO)Cc2ccccc2)CC1 (centres undefined)	21%
CCn1cc(CN(C)C(=O)CSc2nc(-c3ccco3)cc(C(F)(F)F)n2)c(C)n1	?
Cc1c(/C(O)=C2\C(=O)C(=O)N(CCCN(C)C)C2c2ccco2)cnn1-c1ccccc1 (centres undefined)	7%
C[C@@H]1O[C@@H](O[C@@H]2[C@@H](O)[C@H](OCCc3ccc(O)c(O)c3)O[C@H](CO)[C@H]2OC(=O)/C=C/c2ccc(O)c(O)c2)[C@H](O)[C@H](O)[C@H]1O	14%
O=C(O)c1cc(-c2ccccc2)nn1CC1CC(c2cccnc2)=NO1 (centres undefined)	-11%
CCOc1ccc(C(=O)NCC(=O)N2CCN(Cc3ccccc3)CC2)cc1	-6%
CC(C)(C)OC(=O)C[C@H]1C/C=C\C[C@@H](CC(=O)N[C@H](CO)Cc2ccccc2)C(=O)NC[C@@H](c2ccccc2)OC1=O	?
O=C(/C=C/c1cccc(C(F)(F)F)c1)OCC(=O)N1CCN(c2ccccc2)CC1	3%
CC(C)(C)OC(=O)C[C@@H]1C/C=C\C[C@H](CC(=O)N(CCO)Cc2ccccc2)C(=O)N[C@@H](Cc2c[nH]c3ccccc23)COC1=O	?

Next section, overlapping the part above by two compounds.
SMILES	HCV inhibitor
O=C(/C=C/c1cccc(C(F)(F)F)c1)OCC(=O)N1CCN(c2ccccc2)CC1	3%
CC(C)(C)OC(=O)C[C@@H]1C/C=C\C[C@H](CC(=O)N(CCO)Cc2ccccc2)C(=O)N[C@@H](Cc2c[nH]c3ccccc23)COC1=O	?
O=C(CC(=O)c1ccncc1)c1ccccc1	20%
CON(C)c1nc(C2CCCCC2)c2cc(C)ccc2n1	-21%
Cc1cc(Sc2ccc([N+](=O)[O-])cn2)ccc1Br	2%
COc1cccc(C2c3cc4c(cc3OC(N3CCCC3)C2C)OCO4)c1O (centres undefined)	?
C=CCOC(=O)C1=C[C@H](C2CCCCC2)C[C@H](OCc2ccc(CO)cc2)O1	14%
COc1cc(-c2noc(C)c2C(=O)NCC[C@@H]2CCCN2C)cc(OC)c1OC	14%
COCCCN(C(=O)c1ccc(-c2ccc(C(C)=O)cc2)o1)c1c(N)n(CC(C)C)c(=O)[nH]c1=O	-14%
CCCCCn1c(SCC(=O)c2ccccc2)nc2cc(C(=O)NCC3CCCO3)ccc2c1=O (centres undefined)	13%
CCC1Oc2ccccc2N(CC(=O)NCCCN2CCOCC2)C1=O (centres undefined)	2%
COc1nc(Nc2ccc(-c3nc4ccccc4o3)cc2)nc(N2CCOCC2)n1	?
c1ccc2c(C[C@@H]3CNCCN3CCCCC3CCCCC3)cccc2c1	?
O=C1N[C@@H](c2ccccc2)COC(=O)[C@H](Cc2ccc(F)cc2)CC/C=C/C[C@H]1CC(=O)N(CCO)Cc1ccccc1	?
O=C(O)c1ccccc1C(=O)c1cccc2c(F)cccc12	34%[activator]
CC(=NNS(=O)(=O)c1cccc([N+](=O)[O-])c1)c1ccc(-n2ccnc2)cc1	17%
Cc1ccccc1-c1cccc([C@@H]2C[C@H]3[C@H](CON3C)CN2C)c1	-5%[8.37 µM]
Cc1noc(C)c1CSc1nnc2n(-c3ccccc3)c(=O)c3ccccc3n12	-13%
C#CCNCCS(=O)(=O)N(Cc1ccc(Br)cc1)[C@@H](C)C(=O)O	40%[activator]
FC(F)(F)c1ccccc1C1=CC(c2ccccc2)n2ncnc2N1 (centres undefined)	18%
CC(C)(C)OC(=O)N1CCN(Cc2ccc(F)c(B(O)O)c2)CC1	40%[activator]
CCN(CC)S(=O)(=O)c1ccc(N2CCOCC2)c(NC(=O)CSCc2c(C)noc2C)c1	-8%
COc1ccc(N2CCN(C(=O)c3cccc(S(=O)(=O)N4CCc5ccccc54)c3)CC2)cc1	?
N#Cc1ccc(C(=O)Nc2cccc(S(=O)(=O)NC3=NCCC3)c2)cc1	13%
COc1ccc(NS(=O)(=O)c2cc(NC(=O)c3ccccn3)ccc2OC)cc1Br	?
CC1=NNC(=O)C1Br (centres undefined)	26%
CCCn1cnc2c(SCc3ccc(Cl)cc3)nc(N)nc21	?
CC(OC(=O)CCNS(=O)(=O)c1ccccc1)C(=O)Nc1ccc(S(=O)(=O)N2CCCCC2)cc1 (centres undefined)	-9%
COc1ccccc1-c1oc2ccccc2c1C#CCO	-2%
Nc1nnn(-c2ccccc2)c1-c1ccccc1	5%
O=C(CN1C(=O)c2ccccc2S1(=O)=O)NCCc1ccc(F)cc1	4%
Cc1ccc(S(=O)(=O)NCC(=O)OCC(=O)N2CC(=O)Nc3ccccc32)cc1	3%
O=C(CNC(=O)OCc1ccccc1)OC(c1ccccc1)c1ccccc1	?
CCC/C(C#Cc1cc(OC)cc(OC)c1)=C1/c2ccccc2C(=O)N1c1ccccc1	-17%
COCC(=O)N(C)C[C@H]1N[C@@](Cc2ccccc2)(C(=O)OC)[C@H]2C(=O)N(Cc3ccccc3)C(=O)[C@@H]12	9%
C[C@H](CO)N1C[C@H](C)[C@@H](CN(C)C(=O)Nc2ccc(C(F)(F)F)cc2)Oc2c(NC(=O)Nc3ccccc3)cccc2C1=O	-14%
CCC1c2ccccc2C(=O)C1C(N)=O (centres undefined)	30%
CCC(C)C(N)C1=NC(C(=O)N[C@@H](CC(C)C)C(=O)N[C@H](CCC(=O)[O-])C(=O)N[C@H](C(=O)N[C@H]2CCCCNC(=O)[C@H](CC(N)=O)NC(=O)[C@@H](CC(=O)[O-])NC(=O)[C@H](Cc3cnc[nH]3)NC(=O)[C@@H](Cc3ccccc3)NC(=O)[C@H]([C@@H](C)CC)NC(=O)[C@@H](CCCN)NC2=O)[C@@H](C)CC)CS1.[Zn+2] (some centres undefined)	23%
CCCN1C(=O)C(=O)c2cc(C)ccc21	-6%
CCc1nnc(NC(=O)c2oc3ccccc3c2COC(C)C)s1	-4%
